RMI-FANCM inh: inhibitors of human RMI core complex binding to FANCM MM2. Fluorescence polarization, RMI core complex with F-MM2 peptide; hits give low values. 70,000 tested, 0.58% active. FP signal (polarization) at 33 µM. AID 1159607; in the data active = FP signal below about 40; note: inactives centre near 61; strong numbers were not always called active; unit not given here
The depositor's hits bear a star. Only part of the results is shown. The share of hits here may be higher or lower than overall.

What do the screens show for `Cc1ccc(C)c(Cn2nc3n(Cc4ccccc4)c(=O)c4ccc(C(=O)NC(C)C)cc4n3c2=O)c1`?
RMI-FANCM inh: 91

How did Cc1ccccc1-c1noc(Cn2c(=O)n(C(C)C)c(=O)c3ccccc32)n1 do in these assays?
RMI-FANCM inh: 72

Results for COC(=O)C1=C(N)Oc2ccccc2C1C(C#N)C#N (stereo unspecified) ?
RMI-FANCM inh: 57

Results for CCOc1ccc(-c2cc3c(=O)n(CC(=O)Nc4ccc(C(=O)OC)cc4)ncn3n2)cc1 ?
RMI-FANCM inh: 140

What do the screens show for `COC(=O)c1ccccc1NC(=S)Nc1ccc(Cl)cn1`?
RMI-FANCM inh: 61

What do the screens show for `COc1ccc(S(=O)(=O)Nc2cccc(C(=O)Nc3cc(C)on3)c2)cc1`?
RMI-FANCM inh: 54

How did CC(C)c1cccc2sc(NC(=O)c3ccn(C)n3)nc12 do in these assays?
RMI-FANCM inh: 59

How did NC(Cc1cccc(-c2ccccc2CP(=O)(O)O)c1)C(=O)O (stereo unspecified) do in these assays?
RMI-FANCM inh: 50

How did COc1cc(/C=C\C(=O)NCCn2ncc3c(=O)n(Cc4cccc(C)c4)cnc32)cc(OC)c1OC do in these assays?
RMI-FANCM inh: 65

How did Cc1cc(C)c(NC(=O)CN2C(=O)c3cccc4cccc(c34)C2=O)c(C)c1 do in these assays?
RMI-FANCM inh: 131

What do the screens show for `COc1ccc(-c2ccc(=O)n(CCCNC(=O)COc3ccc(Cl)cc3)n2)cc1`?
RMI-FANCM inh: 65

Results for CCOc1ccc(/C=C/C(=O)Nc2ccc(OC)c(Cl)c2)cc1OC ?
RMI-FANCM inh: 69

What do the screens show for `CC(C)(C)C(O)/C=C/c1ccc2c(c1)OCO2` (stereo unspecified)?
RMI-FANCM inh: 59

What do the screens show for `O=c1[nH]c(=S)c2c(n1Cc1cccs1)CCCC2`?
RMI-FANCM inh: 66

How did CC(C)(C)C(=O)N1CCc2ccc(NC(=O)Cc3ccc(Cl)cc3)cc21 do in these assays?
RMI-FANCM inh: 85

What do the screens show for `CC1(C)OC(=O)C(=C2C3C4CC5C2C2C3CC4C52)C(=O)O1` (stereo unspecified)?
RMI-FANCM inh: 56

What do the screens show for `CC(C)CCC[C@@H](C)[C@H]1CC[C@H]2[C@@H]3CCC4=CC(=O)CC[C@]4(C)[C@H]3CC[C@]12C`?
RMI-FANCM inh: 60

What do the screens show for `CCOC(=O)c1c(C)n(-c2ccc(C)cc2)c2ccc(OCC(O)Cn3ccnc3)cc12` (stereo unspecified)?
RMI-FANCM inh: 109

What do the screens show for `CC(=O)CC1(O)C(=O)N(CCCOc2ccc(C)cc2)c2ccc(C)cc21` (stereo unspecified)?
RMI-FANCM inh: 65

What do the screens show for `C=CCN(c1ccc(C(=O)O)cc1)S(=O)(=O)c1ccc(/C=C/C(=O)O)cc1`?
RMI-FANCM inh: 67

How did Cc1c(Cl)cccc1NC(=O)CSc1nc2c(-c3ccccc3)c[nH]c2c(=O)n1C do in these assays?
RMI-FANCM inh: 85

Results for N#CC1=C(N)OC(c2cccs2)=C(C#N)C1c1cccs1 (stereo unspecified) ?
RMI-FANCM inh: 54

What do the screens show for `O=C(/C=C/c1cc(-c2ccccc2)c(C(F)(F)F)s1)c1cccs1`?
RMI-FANCM inh: 60

How did S=C(NC1CCCCC1)N1CCn2cccc2C1c1ccc(Cl)cc1Cl (stereo unspecified) do in these assays?
RMI-FANCM inh: 69

Results for COC(=O)c1c(NC(=O)c2sc3ccccc3c2Cl)sc2c1CC(C)(C)NC2(C)C ?
RMI-FANCM inh: 92

Results for Cc1cc(NS(=O)(=O)c2ccc(S(=O)(=O)c3ncc(C(F)(F)F)cc3Cl)s2)no1 ?
RMI-FANCM inh: 62

How did O=C(NCc1csc2ccccc12)c1ccc(OC(F)(F)F)cc1 do in these assays?
RMI-FANCM inh: 55

Results for COc1ccc(-c2csc(N(C(=O)NC3CCCCC3)C3=NCCCCC3)n2)cc1OC ?
RMI-FANCM inh: 54

Results for O=C(CCC(=O)OCCc1ccccc1)Nc1ccc(S(=O)(=O)Nc2nccs2)cc1 ?
RMI-FANCM inh: 65

What do the screens show for `CP(=O)(Nc1cccc([N+](=O)[O-])c1)c1nc2c(s1)CCCC2` (stereo unspecified)?
RMI-FANCM inh: 60

How did COC(=O)c1ccc2nc(NC(=O)Cc3ccc4c(c3)OCO4)sc2c1 do in these assays?
RMI-FANCM inh: 83

How did O=c1[nH]c(-c2ccccc2)nnc1/C=C/c1ccccc1 do in these assays?
RMI-FANCM inh: 59

Results for O=C(Nc1cc(Cl)cc(Cl)c1)N1CCCN(Cc2ccccc2)CC1 ?
RMI-FANCM inh: 56

What do the screens show for `COc1ccccc1-c1ccc(N2CCN(S(=O)(=O)Cc3ccccc3)CC2)nn1`?
RMI-FANCM inh: 72

What do the screens show for `O=C(Cn1nc(-c2cccs2)ccc1=O)N1CCCc2ccccc21`?
RMI-FANCM inh: 57

What do the screens show for `O=C(NCCCc1ccccc1)C(=O)Nc1ccc(Cl)c(N2CCCS2(=O)=O)c1`?
RMI-FANCM inh: 66

How did O=C(Cc1ccc(NS(=O)(=O)c2ccc(F)c(Cl)c2)cc1)N1CCOCC1 do in these assays?
RMI-FANCM inh: 61

Results for COC(=O)c1ccc2c(c1)C1CC(C)(NC(=O)N1)O2 (stereo unspecified) ?
RMI-FANCM inh: 55

What do the screens show for `Cc1c(C)n2c3c(=O)n(CC(=O)OCc4ccccc4)c(=O)n(C)c3nc2n1C1CCCCC1`?
RMI-FANCM inh: 55

Results for CC(C)Sc1ccc(C(=O)Nc2ncnc3sccc23)cc1 ?
RMI-FANCM inh: 55

How did Cn1c(O)c(C=Nc2nc(-c3ccccc3)sc2-c2ccccc2)c(=O)[nH]c1=O do in these assays?
RMI-FANCM inh: 59

How did O=[N+]([O-])c1cc(S(=O)(=O)C(F)(F)F)ccc1Cl do in these assays?
RMI-FANCM inh: 59

How did C#C/C(=C(C(=O)OC)/C(C(=O)OC)=C(/CC(=O)OC)C(=O)OC)c1ccccn1 do in these assays?
RMI-FANCM inh: 60

What do the screens show for `[Li+]`?
RMI-FANCM inh: 53

How did CSc1ccc(C(F)(F)F)cc1NC(=S)Nc1ccccc1 do in these assays?
RMI-FANCM inh: 52

How did N#CC1(CN2C(=O)C3(OCCO3)c3ccccc32)CC=CCC1 (stereo unspecified) do in these assays?
RMI-FANCM inh: 56

How did CC(=O)O[C@@H]1CC2C(C)(C)C(=O)C=C[C@]2(C)C2CC[C@@]3(C)[C@H](c4ccoc4)OC(=O)[C@H]4O[C@]43[C@@]21C (stereo partly specified) do in these assays?
RMI-FANCM inh: 57

How did CN(C)/C=C/C(=O)/C=C/c1ccc(Cl)cc1Cl do in these assays?
RMI-FANCM inh: 63

What do the screens show for `CCOC(=O)[C@@H]1CSC2C3SC[C@@H](C(=O)OCC)N3CCN21` (stereo partly specified)?
RMI-FANCM inh: 64

Results for O=C(CSc1nc2[nH]ncc2c(=O)[nH]1)Nc1nccs1 ?
RMI-FANCM inh: 55

What do the screens show for `N#C/C(=C\Nc1ccc(S(=O)(=O)N=C(N)N)cc1)c1nc(-c2ccc([N+](=O)[O-])cc2)cs1`?
RMI-FANCM inh: 104

How did Cc1cc(C)c(CSCCNC(=O)NC(C)(C)C)c(C)c1 do in these assays?
RMI-FANCM inh: 56

How did CCc1ccc(-c2cc3c(SCC(=O)Nc4ccc(C)cc4Br)nccn3n2)cc1 do in these assays?
RMI-FANCM inh: 80

What do the screens show for `Cc1ccc(Sc2ccc(C(=O)O)cc2[N+](=O)[O-])cc1`?
RMI-FANCM inh: 55

Results for O=C(/C=C\c1ccccc1)NNC(=O)c1cccn(Cc2ccc(F)cc2)c1=O ?
RMI-FANCM inh: 61

How did CC(C)c1cc(=O)[nH]c(-n2nc(-c3cccs3)cc2NC(=O)c2ccc(F)cc2F)n1 do in these assays?
RMI-FANCM inh: 79

Results for Cc1csc(NCc2cccnc2)[n+]1C ?
RMI-FANCM inh: 63

What do the screens show for `CSc1cc(C(C)(C)C)nn1C(=O)Nc1ccccc1`?
RMI-FANCM inh: 55

How did Cc1cc(NC(=O)C2CCCN(S(=O)(=O)c3ccc(Cl)cc3)C2)n(C)n1 (stereo unspecified) do in these assays?
RMI-FANCM inh: 69

What do the screens show for `O=c1c2nnn(Cc3ccccc3F)c2ncn1Cc1ccc([N+](=O)[O-])cc1`?
RMI-FANCM inh: 57

Results for Cc1nnsc1C(=O)Nc1ccc(Cl)c([N+](=O)[O-])c1 ?
RMI-FANCM inh: 55

What do the screens show for `CN1CCc2cc(C(CNC(=O)C(=O)Nc3cc(Cl)ccc3C#N)N(C)C)ccc21` (stereo unspecified)?
RMI-FANCM inh: 69

What do the screens show for `CCOC(=O)c1ccc(NC(=O)/C=C/c2ccc(OC(=O)c3ccccn3)cc2)cc1`?
RMI-FANCM inh: 55

How did CCOC(=O)c1ccc(NC(=O)CSc2nnc(C)c(=O)[nH]2)cc1 do in these assays?
RMI-FANCM inh: 55

What do the screens show for `COc1cc(/C=C/C(=O)Nc2ccc(S(=O)(=O)NC(C)C)cc2)cc(OC)c1OC`?
RMI-FANCM inh: 61

Results for COc1ccc(NC(=O)COc2ccc(Cl)cc2)cc1N1CCCC1=O ?
RMI-FANCM inh: 52

How did Clc1ccc(CCC(Cn2ccnc2)Sc2c(Cl)cccc2Cl)cc1 (stereo unspecified) do in these assays?
RMI-FANCM inh: 64

Results for Cc1cc(C)c2sc(N(CCCN(C)C)C(=O)c3ccc(S(=O)(=O)N4CCCc5ccccc54)cc3)nc2c1 ?
RMI-FANCM inh: 145

Results for Cc1c(-c2ccccc2)sc2nc[nH]c(=O)c12 ?
RMI-FANCM inh: 58

Results for O=C(CCCN1C(=O)c2cccc3cccc(c23)C1=O)Nc1ccc(N2CCOCC2)cc1 ?
RMI-FANCM inh: 61

What do the screens show for `O=S(=O)(NCCN1CCOC(c2ccccc2)C1)c1ccc2c(c1)CCCC2` (stereo unspecified)?
RMI-FANCM inh: 95

Results for COc1cc2c(cc1/C=C/C(=O)c1cc(OC)c(OC)cc1OC)OCO2 ?
RMI-FANCM inh: 68

How did O=C(Nc1cccc(Cl)c1)N1CCn2cccc2C1c1ccc(Cl)cc1 (stereo unspecified) do in these assays?
RMI-FANCM inh: 104

How did O=C(Nc1ccc2c(c1)N(C(=O)c1cccs1)CCC2)c1c(F)cccc1Cl do in these assays?
RMI-FANCM inh: 63

What do the screens show for `COc1cccc(/C=C2\SC(=S)C(N)C2=O)c1OC` (stereo unspecified)?
RMI-FANCM inh: 58

Results for CC1=C(C(=O)OC(C)C)C(c2ccncc2)c2c(nc(SCc3ccc([N+](=O)[O-])cc3)[nH]c2=O)N1 (stereo unspecified) ?
RMI-FANCM inh: 54

What do the screens show for `Oc1ccc2c(c1)OCC1c3cc4c(cc3OC21)OCO4` (stereo unspecified)?
RMI-FANCM inh: 54

Results for COc1ccc(-c2cc(=O)[nH]c(SCc3nc(-c4ccc(OC)cc4OC)no3)n2)cc1 ?
RMI-FANCM inh: 62

What do the screens show for `O=C(Cc1csc(NC(=O)NC2CCCC2)n1)NCc1ccccc1`?
RMI-FANCM inh: 61

Results for N#CCCNc1ccc(N=Nc2ccc(Cl)cc2)cc1 ?
RMI-FANCM inh: 53

13 compounds from above, sorted by number of heavy atoms, falling.
Results for Cc1cc(C)c2sc(N(CCCN(C)C)C(=O)c3ccc(S(=O)(=O)N4CCCc5ccccc54)cc3)nc2c1 ?
RMI-FANCM inh: 145

Results for CC1=C(C(=O)OC(C)C)C(c2ccncc2)c2c(nc(SCc3ccc([N+](=O)[O-])cc3)[nH]c2=O)N1 (stereo unspecified) ?
RMI-FANCM inh: 54

Results for O=C(CCCN1C(=O)c2cccc3cccc(c23)C1=O)Nc1ccc(N2CCOCC2)cc1 ?
RMI-FANCM inh: 61

Results for COc1ccc(-c2cc(=O)[nH]c(SCc3nc(-c4ccc(OC)cc4OC)no3)n2)cc1 ?
RMI-FANCM inh: 62

What do the screens show for `CCOC(=O)c1ccc(NC(=O)/C=C/c2ccc(OC(=O)c3ccccn3)cc2)cc1`?
RMI-FANCM inh: 55

What do the screens show for `CN1CCc2cc(C(CNC(=O)C(=O)Nc3cc(Cl)ccc3C#N)N(C)C)ccc21` (stereo unspecified)?
RMI-FANCM inh: 69

What do the screens show for `O=S(=O)(NCCN1CCOC(c2ccccc2)C1)c1ccc2c(c1)CCCC2` (stereo unspecified)?
RMI-FANCM inh: 95

How did O=C(Nc1cccc(Cl)c1)N1CCn2cccc2C1c1ccc(Cl)cc1 (stereo unspecified) do in these assays?
RMI-FANCM inh: 104

What do the screens show for `O=C(Cc1csc(NC(=O)NC2CCCC2)n1)NCc1ccccc1`?
RMI-FANCM inh: 61

How did CCOC(=O)c1ccc(NC(=O)CSc2nnc(C)c(=O)[nH]2)cc1 do in these assays?
RMI-FANCM inh: 55

Results for N#CCCNc1ccc(N=Nc2ccc(Cl)cc2)cc1 ?
RMI-FANCM inh: 53

Results for Cc1nnsc1C(=O)Nc1ccc(Cl)c([N+](=O)[O-])c1 ?
RMI-FANCM inh: 55

Results for Cc1c(-c2ccccc2)sc2nc[nH]c(=O)c12 ?
RMI-FANCM inh: 58

Next section.
What do the screens show for `Cc1ccc(C2=CC(=O)C=CC2=O)cc1C`?
RMI-FANCM inh: 56

How did Cc1cc(-c2nnc(NC(=O)c3cccc(N4C(=O)CCC4=O)c3)o2)nn1C do in these assays?
RMI-FANCM inh: 73

Results for Cc1cc(NC(=O)c2nccnc2C(=O)O)n(C)n1 ?
RMI-FANCM inh: 56

How did CCOc1ccc(-n2c(=S)sc3c(=O)n(C)c(SCC(=O)NC4CCCCC4)nc32)cc1 do in these assays?
RMI-FANCM inh: 67

Results for COc1ccc(N2CC(NC(=O)Nc3ccc(F)cc3)CC2=O)cc1OC (stereo unspecified) ?
RMI-FANCM inh: 56

Results for O=C1CN(Cc2ccccc2F)S(=O)(=O)c2ccccc2N1Cc1ccc(Cl)cc1 ?
RMI-FANCM inh: 64

How did CCS(=O)(=O)N1CCCc2ccc(NS(=O)(=O)c3ccc(OC)c(OC)c3)cc21 do in these assays?
RMI-FANCM inh: 73

How did O=C(NCCc1ccc(N2CCCC2)cc1)C1CC1 do in these assays?
RMI-FANCM inh: 70

What do the screens show for `CC(=O)C1=CN=C(c2ccc(Cl)cc2)SC1`?
RMI-FANCM inh: 51

How did COc1cc2sc(=NC(=O)c3cc(C)n(C)n3)n(C)c2cc1OC do in these assays?
RMI-FANCM inh: 60

Source: PubChem BioAssay (Small Molecule Screening Facility, UW Madison)
